From PubChem
FLuc counter = inhibits or activates purified firefly luciferase, miR-21 counter-screen; 360,000 compounds, 6.9% hits; purified FLuc, Km substrates, luminescence inhibition; P08659; Potency, µM (doses to about 57.5 µM), for the others: at the top dose activity change, negative = inhibition, usual class: inhibitors; AID 588342; active = well fitted inhibition curve with a large enough effect; inconclusive = small, poorly fitted or top-dose-only effect;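 also: plate controls were vehicle for no effect and reference inhibitor for full effect; nearly all actives have a fitted effect of over 55% in size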
Target sequence (P08659 whole entry, looked up): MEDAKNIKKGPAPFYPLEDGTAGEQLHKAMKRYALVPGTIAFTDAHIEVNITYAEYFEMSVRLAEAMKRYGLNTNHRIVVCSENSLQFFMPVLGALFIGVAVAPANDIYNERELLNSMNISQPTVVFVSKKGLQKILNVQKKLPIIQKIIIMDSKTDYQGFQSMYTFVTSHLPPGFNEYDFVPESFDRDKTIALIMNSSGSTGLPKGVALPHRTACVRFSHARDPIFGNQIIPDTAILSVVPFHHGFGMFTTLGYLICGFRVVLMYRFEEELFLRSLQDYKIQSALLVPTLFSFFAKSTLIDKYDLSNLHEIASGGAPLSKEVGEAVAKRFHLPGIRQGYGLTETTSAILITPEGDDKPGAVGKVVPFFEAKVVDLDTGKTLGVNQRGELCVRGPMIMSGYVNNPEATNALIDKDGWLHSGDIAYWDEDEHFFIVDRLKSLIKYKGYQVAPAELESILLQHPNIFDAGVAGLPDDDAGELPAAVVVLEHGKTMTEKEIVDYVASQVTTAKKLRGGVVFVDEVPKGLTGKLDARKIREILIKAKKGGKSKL
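Biochemical qHTS of compounds, final roughly 60 µM downward over six points, against 10 nM purified firefly luciferase using Km concentrations of substrates (10 uM D-luciferin, 10 uM ATP) in Tris acetate pH 7.5 buffer; luminescence output.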
An asterisk follows results filed as active; u = inconclusive. Potency is read from the fitted curve at half-maximal effect. An excerpt; count on the stated rates, not on these rows.

SMILES | FLuc counter
COc1ccc(-c2cc3c(=O)n(CC(=O)Nc4ccc(Br)c(C)c4)ccn3n2)cc1OC | 6.2%
CCOc1cccc2cc(-c3nc(-c4ccccc4C)no3)c(=O)oc12 | 0.536µM*
O=C(CSc1n[nH]c(-c2ccccc2)n1)N1CCN(c2ccc(F)cc2)CC1 | -15.1%
CCOc1cc(C(=O)Nc2ccc(-c3nc4cc(C)ccc4o3)cc2)cc(OCC)c1OCC | -14.4%
COc1ccc(NC(=O)c2ccc3c(c2)c(C)c(C)n3Cc2ccc(F)cc2)c(OC)c1 | 4.4%
COc1ccc(C(=O)Oc2c(Sc3ccc(Cl)cc3)c(C)nn2C(C)(C)C)cc1OC | 1.7%
Cc1cccc(N2C(=O)CS(=O)(=O)C23C(=O)N(Cc2c(F)cccc2Cl)c2ccccc23)c1 (centres undefined) | 4.6%
COc1cccc(-c2nc3c(c(SCC(=O)Nc4cc(C)ccc4C)n2)Cc2c(CO)cnc(C)c2O3)c1 | -7.7%
Cn1cnc(S(=O)(=O)N2CCC(C(=O)NCc3ccccc3)CC2)c1 | -4.8%
CCOC(=O)COc1ccc(C)cc1C(=O)c1ccn2nc(-c3ccc(F)cc3)cc2n1 | 4.6%
Cc1cccc(Cc2c(C)nc3nc(SCC(=O)NC4CCCCC4)nn3c2C)c1 | -13.7%
COc1ccc(OCC(=O)NC(Cc2c[nH]c3ccccc23)C(=O)O)cc1 (centres undefined) | -15.5%
CCOC(=O)c1cccc(NC(=O)[C@H](CSCc2ccccc2)N2Cc3ccccc3C2=O)c1 | 0.6%
CCOC(=O)c1ccc(NC(=O)c2ccc(CN3C(=O)CCn4nc(C)cc43)cc2)cc1 | 3.0%
CN(C)c1ccc(C(CNS(=O)(=O)c2ccccc2)N2CCc3ccccc32)cc1 (centres undefined) | 0.0%
COc1ccc(OC)c(CNCc2c(C(=O)O)n(Cc3cccc(F)c3)c3cc(OC)ccc23)c1 | -0.2%
COc1ccc(CNC(=O)Nc2cn(CC(C)C)c(=O)c3ccccc23)c(OC)c1 | -1.6%
COc1ccc(Cn2c(CNC(=O)Cc3cccc([N+](=O)[O-])c3)nc3cccnc32)cc1 | -3.5%
Cc1ccc(C)c(Cn2c3ccccc3c3cnn(CC(=O)NCCc4ccccc4)c(=O)c32)c1 | -5.6%
COc1cccc(C2=CC(c3ccccc3F)n3ncc(C(=O)Nc4ccc(F)cc4)c3N2)c1 (centres undefined) | -6.1%
CC(C)CCNC(=O)Nc1ccc2c(c1)N(C)C(=O)c1ccccc1S2 | -2.3%
CCOC(=O)c1c(NC(=O)c2noc3c2CC(C(C)(C)C)CC3)sc2c1CCCC2 (centres undefined) | -16.9%
Cc1cccc(N2CCN(C(=O)C3CCCN(C(=O)c4cc5sccc5n4C)C3)CC2)c1C (centres undefined) | -6.4%
COc1ccc(NC(=O)c2ccco2)cc1NC(=O)c1ccc(OC(C)C)cc1 | u
O=C1CC(c2cccc(Cl)c2Cl)c2cc3c(cc2N1)OCCO3 (centres undefined) | 1.6%
CC(C)NC(=O)Nc1ccc2c(c1)N(C)C(=O)c1ccccc1S2 | -2.9%
Cc1ccc(OCC(=O)NCC2(N(C)C)CCCCC2)cc1C | -5.8%
Cc1ccc(Cn2c(C)c(CNC3CCCCC3)c(C(=O)O)c2C)cc1 | 2.7%
Fc1ccc(C(Nc2ccccc2Cl)c2nnc(-c3ccccc3Cl)o2)cc1 (centres undefined) | -18.5%
COc1ccc(C2NC(=O)N(C)C3=C2C(=O)N(c2cccc(Cl)c2)C3)cc1 (centres undefined) | -9.8%
COc1ccccc1NC(=O)CSc1nnc(-c2nonc2NC(C)=O)n1-c1ccccc1 | -0.9%
CCOc1ccc(NC(=O)C2CCCN(c3nn4cc(-c5ccc(OC)cc5)nc4s3)C2)cc1 (centres undefined) | u
CC(CC(=O)NCc1ccc(Cl)cc1Cl)CC1=NS(=O)(=O)c2ccccc2N1 (centres undefined) | -19.2%
COC(=O)COc1ccc(Oc2nc(NC(C)(C)C)nc(N(C)C)n2)nn1 | -4.8%
O=S(=O)(c1ccccc1)c1nnn2c1nc(N1CCN(c3ccccc3)CC1)c1cc(Cl)ccc12 | -5.9%
CCC(C(=O)NCc1ccccc1)n1ncn2c(cc3occc32)c1=O (centres undefined) | 4.1%
CC1=Nc2cc(C(=O)NCc3ccc(C)cc3)ccc2Sc2ccc(Cl)cc21 | -7.5%
COC(=O)c1sccc1S(=O)(=O)N(CC(=O)NCc1ccc(C)cc1)c1ccc(C)cc1 | -1.8%
Cc1ccc(CN(Cc2ccco2)C(=O)COc2ccc(C)c(C)c2)cc1 | u
Cc1cc(C)cc(NC(=O)CN2C(=O)c3ccccc3Sc3ccc(C(=O)N4CCCC4)cc32)c1 | -12.2%
CCN(CC)c1ccc(NC(=O)Cn2c(C)c3cnn(-c4ccccc4)c(=O)c3c2C)c(C)c1 | 2.1%
Cc1ccc(C)c(CNC(=O)C2CCCCN2S(=O)(=O)c2ccc(F)cc2)c1 (centres undefined) | 3.6%
COc1ccc(Nc2cc(C(=O)NCCCN(C)C3CCCCC3)c3ccccc3n2)cc1 | -0.9%
COc1cc(Cl)c(C)cc1NC(=O)CCn1c(=O)c2cccn2c2cccnc21 | -2.8%
CC1CC(=O)N(CC(=O)Nc2ccc(OC(F)(F)F)cc2)c2ccccc2S1 (centres undefined) | 5.1%
CCCCCCC(=O)Nc1cc2nc3c(nc2cc1C)c(=O)n(C)c(=O)n3C | 1.0%
CCCCNS(=O)(=O)c1ccc(C)c(-c2nnc3c4ccccc4c(C)nn23)c1 | 6.1%
COCCCNC(=O)c1ccc(Cn2c(=O)c3ccccc3n(Cc3ccc(Cl)cc3)c2=O)cc1 | -10.1%
CCOC(=O)c1c(C)[nH]c(C)c1S(=O)(=O)N1CCC(C(=O)N2CCN(c3cccc(C)c3C)CC2)CC1 | 2.6%
COC(=O)CC1Oc2ccc(Cl)cc2-n2cc(-c3ccc(C)cc3)nc21 (centres undefined) | -7.4%
CCOC(=O)c1ccc(NC(=O)C2CC(=O)NC(=Nc3ccc(C)c(C)c3)S2)cc1 (centres undefined) | 3.9%
O=c1n(Cc2cccc(F)c2)c2ccccc2c2nc(-c3ccccc3)nn12 | -18.2%
COc1ccc(-n2cc(-c3ccc4c(c3)OCO4)n(CC(=O)Nc3cccc(C)c3)c2=O)cc1 | -3.6%
O=S(=O)(c1ccc(F)cc1)N1CCC(Oc2ccc(-n3cnnn3)cc2)CC1 | -4.8%
CC(C)CSc1ccccc1NC(=O)c1sc2nc(-c3ccncc3)ccc2c1N | -1.3%
CCCN1CCN(CCCNC(=O)Cn2c(-c3cccs3)cc3cc(Cl)ccc32)CC1 | -0.5%
COc1ccccc1N1CCN(C(CNC(=O)C(=O)NCc2cccnc2)c2cccnc2)CC1 (centres undefined) | -14.7%
Cc1nc(C)c(-c2ccc(SCC(=O)Nc3ccc(C)c(F)c3)nn2)s1 | u
Cn1cnc(S(=O)(=O)N2CCC(C(=O)Nc3ccc(OC(F)(F)F)cc3)CC2)c1 | -1.3%
COc1ccc(CCNC(=O)c2c3c(nc4ccccc24)C(=O)N(C2CCCCC2)C3)cc1OC | -2.5%
Further structures
SMILES | FLuc counter
CCc1cnc2c(c1SCC(=O)Nc1ccc(Cl)cc1)c(=O)n(C)c(=O)n2C | -5.5%
CCOCCc1nn2c(=O)cc(COC(=O)c3ccc(NC(=O)C4CCCCC4)cc3)nc2s1 | -3.4%
CCOC(=O)c1cc(S(=O)(=O)NCc2ccc(OC)cc2)[nH]n1 | u
COc1ccc(Cl)cc1NC(=O)c1ccc2c(c1)CCCN2S(C)(=O)=O | 0.3%
Cn1ncc2c(Nc3cc(C(F)(F)F)ccc3Cl)ncnc21 | -1.4%
CCOC(=O)N1CCC(NC(=O)c2cnn(-c3ccccc3)c2C2CCN(C(=O)OC(C)(C)C)CC2)CC1 | -7.0%
COC(=O)c1ccc(NC(=O)CSc2ncc3c(n2)-c2cc(Cl)ccc2N(Cc2ccccc2)S3(=O)=O)cc1 | -1.2%
Cc1cc(C)cc(NC(=O)C2CCCN(C(=O)c3cnn(-c4ccccc4)c3-n3cccc3)C2)c1 (centres undefined) | -18.3%
Cc1nc2nc(NC(=O)CC(C)C)[nH]n2c(=O)c1Cc1ccccc1 | -18.6%
COc1cc(C(=O)Nc2ccc3nc(SCc4ccc(C)cc4)sc3c2)cc(OC)c1OC | -1.9%
Cc1ccc(Nc2c(-c3ccc(Br)o3)nc3ccccn23)cc1 | u
CCC(C)NC(=O)CSc1nc2c(sc3ccccc32)c(=O)n1Cc1ccccc1Cl (centres undefined) | -0.4%
CSc1ncc(Cl)c(C(=O)N(Cc2ccc(N(C)C)cc2)Cc2ccco2)n1 | 0.2%
COc1ccc2cc(CNc3ccc(C)cc3)c(=O)n(CC(=O)Nc3ccc(OC)c(Cl)c3)c2c1 | 0.9%
CC(NC(=O)CN1C(=O)COc2ccc(Cl)cc21)c1ccccc1 (centres undefined) | -4.9%
COc1ccc(NC(=O)CCS(=O)(=O)c2nc(-c3cccs3)cc(C(F)(F)F)n2)cc1OC | 5.8%
COc1ccc(S(=O)(=O)NCCc2sc(C)nc2C)cc1 | -4.9%
COc1cccc(-c2noc(COc3ccc(C(C)(C)C)cc3)n2)c1 | -2.4%
CSCCC(NS(=O)(=O)c1ccc2c(c1)oc(=O)n2C)C(=O)NCc1ccc(Cl)cc1 (centres undefined) | -0.4%
Cn1nc(-c2ccc(N3CCCCC3)c(NC(=O)c3ccc(Cl)cc3)c2)c2ccccc2c1=O | 4.0%
O=C(CSc1nc2ccccc2n1Cc1ccccc1F)NCc1ccccc1 | -1.4%
CCOc1ccc(-c2nonc2NC(=O)c2oc3ccc(F)cc3c2C)cc1 | -5.7%
COc1cc(OC)c(NC(=O)Cn2nc(C)n3cccc3c2=O)cc1Cl | -1.2%
COc1ccc(NC(=O)CN2C(=O)C(C)(C)c3cc(S(=O)(=O)N4CCCCC4)ccc32)cc1Cl | -1.4%
CC(C)c1ccc(NC(=O)C2CCN(S(=O)(=O)c3cccc4nsnc34)CC2)cc1 | 0.1%
COc1ccc(N2CC(NC(=O)/C=C\c3ccc4c(c3)OCO4)CC2=O)cc1OC (centres undefined) | -10.1%
Cc1ccn2c(Nc3ccc4c(c3)OCCO4)c(-c3ccc(N(C)C)cc3)nc2c1 | -16.7%
CCc1cccc(CC)c1NC(=O)CCS(=O)(=O)c1ccc(Br)s1 | 4.4%
Cc1ccc2c(c1)c(N1CCCC1=O)c(C(=O)Nc1ccc(F)cc1F)n2C | -1.5%
COC(=O)c1scc(-c2ccc(C)cc2)c1S(=O)(=O)Nc1ccc(OC(F)(F)F)cc1 | -1.0%
CCOc1ccc(OCC)c(NC(=O)c2cnn(-c3ccc(F)cc3)c2C2CCN(C(=O)OC(C)(C)C)CC2)c1 | -4.6%
Cc1cccc(NC(=O)Cn2cc(C(=O)c3ccco3)c3ccccc32)c1C | -8.7%
CCOC(=O)c1c(NC(=O)c2cc(CC)on2)sc(C(C)=O)c1C | 0.4%
COc1ccc(NC(=O)c2oc3ccccc3c2NC(=O)C23CC4CC(CC(C4)C2)C3)c(OC)c1 | -3.2%
CC(C)c1ccc(CNC(=O)c2ccc(N3CCCC3)c(NC(=O)NCc3ccccc3)c2)cc1 | -16.8%
Cc1ccc(CCNC(=O)c2ccc3c(c2)nc2n3CCC(C)C2)cc1 (centres undefined) | -11.4%
CCC(Sc1nc2ccccc2c(=O)n1CCc1ccc(OC)c(OC)c1)C(=O)N(CC)CC (centres undefined) | -14.1%
COc1cc(C(=O)Nc2nc3nc(-c4ccccc4)cc(=O)n3[nH]2)cc(OC)c1OC | u
Cc1nc2ccccc2n1CCc1nc2c3ccccc3nc(SCc3ccc(C#N)cc3)n2n1 | 0.6%
CCOC(=O)c1cccc(NC(=O)CN2C(=O)CC(C)(C)Sc3ccccc32)c1 | -17.5%
Cc1ccc(C)c(N2CCN(C(=O)CCS(=O)(=O)c3cc4c(cc3Cl)NC(=O)CO4)CC2)c1 | 0.3%
COc1ccccc1NC(=O)C1=C(C)Nc2ncnn2C1c1ccccn1 (centres undefined) | 1.1%
CCCCOc1ccc(S(=O)(=O)N2CCN(c3ccccc3OCC)CC2)cc1 | 4.7%
COc1ccc(Cn2c(=O)n(-c3ccc(F)c(Cl)c3)c(=O)c3c2c2cc(OC)ccc2n3C)cc1 | -0.3%
O=c1cc(-c2ccccc2)n2c(SCc3ccc(F)cc3)nnc2[nH]1 | u

Structural class, the entries above containing a tert-butyl group.
SMILES | FLuc counter
COc1ccc(C(=O)Oc2c(Sc3ccc(Cl)cc3)c(C)nn2C(C)(C)C)cc1OC | 1.7%
CCOC(=O)c1c(NC(=O)c2noc3c2CC(C(C)(C)C)CC3)sc2c1CCCC2 (centres undefined) | -16.9%
COC(=O)COc1ccc(Oc2nc(NC(C)(C)C)nc(N(C)C)n2)nn1 | -4.8%
CCOC(=O)N1CCC(NC(=O)c2cnn(-c3ccccc3)c2C2CCN(C(=O)OC(C)(C)C)CC2)CC1 | -7.0%
COc1cccc(-c2noc(COc3ccc(C(C)(C)C)cc3)n2)c1 | -2.4%
CCOc1ccc(OCC)c(NC(=O)c2cnn(-c3ccc(F)cc3)c2C2CCN(C(=O)OC(C)(C)C)CC2)c1 | -4.6%

4 of these compounds in another layout:
SMILES	FLuc counter
COC(=O)c1ccc(NC(=O)CSc2ncc3c(n2)-c2cc(Cl)ccc2N(Cc2ccccc2)S3(=O)=O)cc1	-1.2%
COc1cc(C(=O)Nc2ccc3nc(SCc4ccc(C)cc4)sc3c2)cc(OC)c1OC	-1.9%
COc1cccc(-c2noc(COc3ccc(C(C)(C)C)cc3)n2)c1	-2.4%
CC(C)CCNC(=O)Nc1ccc2c(c1)N(C)C(=O)c1ccccc1S2	-2.3%

3 structures already listed, arranged by length of the SMILES, rising:
SMILES | FLuc counter
Cc1ccc(Nc2c(-c3ccc(Br)o3)nc3ccccn23)cc1 | u
CN(C)c1ccc(C(CNS(=O)(=O)c2ccccc2)N2CCc3ccccc32)cc1 (centres undefined) | 0.0%
CCOc1ccc(NC(=O)C2CCCN(c3nn4cc(-c5ccc(OC)cc5)nc4s3)C2)cc1 (centres undefined) | u
